# Screening results from PubChem.
# CAL PDZ FP-1 – human CAL PDZ-peptide interaction inhibition. Q9HD26. purified CAL PDZ, TMR-peptide fluorescence polarization, 1 h. inhibition, % at 20 µM. 330,000 compounds, 0.02% hits. AID 504414;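 active means highest replicate inhibition of at least 40%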;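 further: plate controls were DMSO neutral control wells for no effect and unlabeled competitor peptide control wells for full effect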
#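 Material – purified CerCALP PDZ construct · Detection – FP readout, S and P plane fluorescence · Measure – percent inhibition from loss of millipolarization · Controls – unlabelled peptide for full inhibition, DMSO wells as neutral · Probe or stimulus – TMR-labelled reporter peptide T*-PRC34 bound in PDZ groove · Times – 1 h at RT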
# Wnt bcat act – activators of Wnt/beta-catenin signaling; 300,000 compounds, 1.2% hits; Wnt/beta-catenin reporter cell assay, activator, plate reader; activation, % at 9.35 µM; in the data active means activation above about 30%, passing the limit was not always enough;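 further: 0% = neutral control wells and 100% = positive control wells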
# AddAB inh – less growth of phage-infected E. coli with AddAB; inhibition, % at 11.9 µM; AID 435030; E. coli expressing H. pylori AddAB, absorbance growth; 330,000 compounds, 0.29% hits; in the data active means inhibition above about 12%;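 further: 0% = vehicle wells of infected cells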
# SR-BI uptake up – activators of SR-BI mediated HDL lipid uptake; CHO ldlA[mSR-BI] cells, DiI-HDL uptake fluorescence, 3 h; 100 = double the neutral-control signal; 320,000 compounds, 0.096% hits; AID 504775; activation, % at 12.5 µM;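 active means mean replicate activation of at least 60% and every replicate at or above 60%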;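 further: 0% = median plate neutral-control signal and 100% = twice that signal; values of inactives mirror those of a sister screen read the other way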
#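 Test system: SR-BI-overexpressing, LDLR-lacking CHO cells; Also added: labelled HDL, 10 µg/mL; Measured by: bottom-read cell fluorescence after medium removal, ex 550/em 595 nm; Timing: 3 h uptake period with compound, 37 °C; Buffer or medium: F12, 0.5% BSA, 25 mM HEPES; Doses: single compound concentration, delivered by pin transfer.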
# MITF act – increases MITF-driven TRPM1 promoter luciferase signal; SK-MEL-5 TRPM1-promoter luciferase, 24 h; % of positive control, neutral wells = 0; activation, % at 12.5 µM; 300,000 compounds, 0.75% hits; AID 588334;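 active means mean activation of at least 80% with every replicate also reaching 80%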;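 further: 0% = neutral control wells and 100% = parthenolide positive control wells; values of inactives mirror those of a sister screen read the other way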
# phage Ecoli inh – E. coli growth loss with phage present; 360,000 compounds, 0.26% hits; inhibition, % at 11.9 µM; growth absorbance; AID 651602; in the data active means inhibition above about 11%
# SR-BI DiI inh – mouse SR-BI HDL lipid transfer inhibition | ldlA[mSR-BI] CHO cells, DiI-HDL uptake fluorescence, 3 h | inhibition, % at 12.5 µM | 320,000 compounds, 0.96% hits | AID 488896 | Q61009;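 active means mean replicate inhibition of at least 70% and a set share of replicates each scoring 70 or more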;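 further: 0% = median of neutral control wells and 100% = median of positive control wells; values of inactives mirror those of a sister screen read the other way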
# Target sequence (Q61009 whole entry, looked up): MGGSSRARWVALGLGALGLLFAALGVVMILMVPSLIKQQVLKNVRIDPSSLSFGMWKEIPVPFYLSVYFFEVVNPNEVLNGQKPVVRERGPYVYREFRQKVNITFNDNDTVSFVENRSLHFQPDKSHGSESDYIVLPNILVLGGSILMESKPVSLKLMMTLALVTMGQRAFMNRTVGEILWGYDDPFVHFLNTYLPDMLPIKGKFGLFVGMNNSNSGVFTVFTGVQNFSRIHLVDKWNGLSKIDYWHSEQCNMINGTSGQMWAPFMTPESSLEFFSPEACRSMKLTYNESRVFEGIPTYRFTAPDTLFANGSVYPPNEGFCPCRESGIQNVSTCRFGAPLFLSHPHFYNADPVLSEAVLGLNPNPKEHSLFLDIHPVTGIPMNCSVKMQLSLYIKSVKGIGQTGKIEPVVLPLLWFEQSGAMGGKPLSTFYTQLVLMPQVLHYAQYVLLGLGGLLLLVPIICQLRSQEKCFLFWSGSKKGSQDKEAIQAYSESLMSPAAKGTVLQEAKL
# E coli growth – counter-screen for AddAB inhibitors: E. coli growth inhibition; inhibition, % at 11.9 µM; E. coli V3065 growth, OD600 absorbance, 18 h; AID 449728; 330,000 compounds, 0.27% hits;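 active means inhibition above the campaign's mean inhibition across all tested compounds plus 3 SD, cut at about 9.9% in these data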;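 further: uninfected addAB+ strain grown without phage in ampicillin broth; 0% = DMSO wells and 100% = ciprofloxacin 0.95 µg/ml wells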
# CAL PDZ FP-2 – blocks peptide binding to the human CAL PDZ domain. Q9HD26. purified CAL PDZ, TMR-peptide fluorescence polarization, 1 h. inhibition, % at 24.9 µM. 300,000 compounds, 0.92% hits. AID 602252;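 active means mean inhibition of at least 30% with at least half of replicates also reaching 30%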;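 further: 0% = DMSO neutral control and 100% = excess unlabeled competitor peptide PRC23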
# Tat transport – blocks Tat-dependent protein export in E. coli | E. coli MC4100 TorA-mCherry Tat export, fluorescence | inhibition, % at 10 µM | 340,000 compounds, 0.036% hits | AID 488895;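 active means mean replicate inhibition at least 50% and at least half of replicates individually reaching 50%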;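 further: exported cargo escapes ClpAP degradation while cytoplasmic cargo is degraded and loses fluorescence; 0% = median of neutral control wells and 100% = median of NaSCN control wells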
# Active calls of the source: *; nt = not tested or not shown.
mol	SR-BI DiI inh	CAL PDZ FP-1	Wnt bcat act	MITF act	AddAB inh	E coli growth	phage Ecoli inh	CAL PDZ FP-2	SR-BI uptake up	Tat transport
COc1ccc(NC(=O)C2CCCN2c2nn3c(=O)cc(C)nc3s2)cc1 (centres undefined)	-7	-1.7	3	-12	-0.5	-2.7	3.3	nt	7	-2
COc1ccccc1NC(=S)N(Cc1cccs1)C1CCCC1	24	-1.7	0	11	0.6	-2.0	2.1	-2	-24	0
Cc1nn(-c2ncc(C(F)(F)F)cc2Cl)c(=O)n1-c1cccc(Cl)c1	22	-1.4	-1	-16	1.6	-0.4	1.7	-2	-22	3
CC(CCOC1=NS(=O)(=O)c2ccccc21)NC(=O)C(=O)Nc1ccccc1 (centres undefined)	17	-0.5	9	8	0.5	-2.1	2.1	-2	-17	-14
CCc1ccc(C2CC(c3ccccc3C)n3nc(N)nc3N2)cc1 (centres undefined)	-9	0.5	-1	7	0.5	-1.9	1.7	nt	9	-6
O=S(=O)(NCc1ccc(Cl)cc1Cl)c1ccc(N2CCOCC2)nc1	14	-1.2	-3	5	2.8	1.4	0.1	36*	-14	-7
CCOC(=O)C1CCCN(CC(O)COCc2ccc3c(c2)OCO3)C1 (centres undefined)	-25	-1.2	-3	7	0.2	1.6	1.3	-8	25	4
C#CCOc1ccc(CNC[C@H]2O[C@@H](n3cnc4c(N)ncnc43)[C@H](O)[C@@H]2O)cc1	2	-0.8	-1	16	0.8	-3.2	-1.0	-3	-2	3
CN(C(=O)CSc1nnc(-c2cccs2)n1N)c1ccccc1	-16	-0.1	-5	-1	2.0	-0.2	1.9	nt	16	-8
Cc1cccc(C(=O)NNC(=O)CCn2nnc3ccccc32)c1	-23	-0.3	-1	11	0.8	-1.0	4.1	2	23	6
CCN(CC)CCCOc1nc(C)nc2c1oc1ccccc12	-22	-0.8	0	14	nt	nt	-0.1	1	22	-9
NC(=S)N/N=C/c1ccc(-c2ccc([N+](=O)[O-])cc2)o1	71*	-0.7	0	14	2.1	-0.7	3.6	-6	-71	6
Cc1ccc(Nc2nc(CSc3nnc(-c4ccncc4)n3-c3ccccc3C)cs2)cc1	21	-2.0	1	6	3.0	1.9	4.0	5	-21	10
Cn1c(=O)c2c(ncn2CC(=O)N/N=C/c2ccco2)n(C)c1=O	-34	-1.6	10	9	0.3	-1.5	0.9	15	34	2
CCCOc1ccc(-c2nnc(-c3ccco3)o2)cc1	-11	-2.5	4	14	5.0	-0.4	1.1	13	11	-3
Cn1cc(C(=O)NS(=O)(=O)Nc2ccc(Br)cc2)c2ccccc21	-9	-1.7	4	-5	2.1	-4.6	-0.7	-2	9	-2
CO/N=C1\CCCc2c(C(=O)NN)sc(SC)c21	9	-0.6	-3	nt	1.1	0.3	0.5	nt	-9	16
COc1ccccc1NC(=O)CSc1nccn1Cc1ccccc1	10	-2.8	2	0	2.0	-0.7	0.1	-3	-10	9
O=C(COC(=O)c1ccco1)Nc1cccc(Br)c1	-10	nt	0	-5	-0.2	1.5	4.2	-5	10	-6
CCCC1=C(C(=O)OCC)C(c2cccnc2)n2nc(C)nc2N1 (centres undefined)	-4	-0.6	1	nt	2.8	-0.2	-3.5	-2	4	17
CCN(CC)CCCN(Cc1cc2ccc(C)c(C)c2[nH]c1=O)C(=O)NC1CCCCC1	-6	nt	nt	-4	1.2	-0.2	1.6	-1	6	-4
Cc1ccc(-c2nn3c(C)nnc3c3ccccc23)cc1S(=O)(=O)N1CCN(CCO)CC1	8	-0.3	13	nt	2.1	-2.4	5.5	-3	-8	-8
CNc1ccccc1C(C)(C)c1cc(-c2cccc(OC)c2)no1	39	-2.1	1	-7	1.4	0.6	5.2	-5	-39	-4
CS(=O)(=O)c1ccc(C(=O)NCc2ccccc2F)cc1	0	-0.6	-1	7	2.4	1.1	2.5	6	0	-8
Cc1ccc(-n2c(-c3ccco3)n[nH]c2=S)cc1	-11	0.4	0	-7	3.3	0.8	3.0	1	11	-4
O=C(Cn1nnc(-c2ccccc2)n1)Nc1cccc(S(=O)(=O)N2CCCC2)c1	25	-2.9	0	-5	3.4	1.6	2.0	3	-25	7
O=S(=O)(Nc1ccc(C(F)(F)F)cc1)c1cnc[nH]1	-10	-1.6	nt	-13	2.8	0.5	3.5	2	10	13
Cc1cccn2c(=O)c(/C=C(\C#N)S(=O)(=O)c3ccccc3)c(N3CCC(C(N)=O)CC3)nc12	-7	-3.6	nt	-14	0.2	-2.1	0.2	-11	7	5
O=C(c1cccs1)N1CCN(C2CCCCC2)CC1	5	-0.8	nt	-2	2.1	0.8	0.8	-1	-5	-8
COc1ccc(CN(C)C(=O)Cn2ccc(N)nc2=O)cc1OC	-11	-0.1	1	3	0.0	-1.8	3.4	-2	11	-2
CCS(=O)(=O)c1ccc2oc(Nc3ccc(OC)cc3)nc2c1	17	0.5	-1	24	0.8	-1.4	-1.3	1	-17	-3
COc1ccc(S(=O)(=O)N2CCOCC2)cc1NC(=O)Cc1ccccc1Cl	39	-2.7	nt	-1	1.1	-2.6	3.7	0	-39	3
COC(=O)Cn1c(=O)c2c(nc3n2CC(C)CN3Cc2ccccc2)n(C)c1=O (centres undefined)	2	-1.9	-3	5	1.7	1.6	0.5	-3	-2	2
O=C(C1CCC(Cn2c(=S)[nH]c3ccccc3c2=O)CC1)N1CCN(c2ccccn2)CC1 (centres undefined)	31	-0.4	0	-8	0.8	1.8	0.9	-5	-31	0
Cc1c(NS(=O)(=O)c2cccc(C(=O)O)c2)c(=O)n(-c2ccccc2)n1C	-2	-2.6	-1	-2	1.9	-0.7	1.3	-4	2	-5
CCN(C(=O)CN1CCN(c2cccc(C(F)(F)F)c2)CC1)c1c(N)n(Cc2ccccc2)c(=O)[nH]c1=O	10	-1.3	-1	-10	0.5	-0.4	-1.7	-1	-10	4
O=C(NC12CC3CC(CC(C3)C1)C2)c1c(Cl)cccc1Cl	-23	0.1	-2	nt	4.2	0.3	-0.8	15	23	-3
O=[N+]([O-])c1ccc(C(O)C23CN4CN(CN(C4)C2)C3)cc1 (centres undefined)	-45	-2.3	0	0	2.5	2.8	4.2	-3	45	6
CCCN1CCN(CC(=O)NCC(=O)Nc2cccc(C)c2C)CC1	1	-2.5	0	4	nt	nt	4.1	3	-1	2
Nc1nc(CSc2nnc(-c3cccc(F)c3)n2-c2ccccc2)nc(N2CCOCC2)n1	-24	-2.7	-1	-7	-1.4	-0.1	-0.6	-2	24	3
CC1CCC2CCCCC2N1C(=O)c1cc([N+](=O)[O-])cc([N+](=O)[O-])c1 (centres undefined)	nt	-0.8	-3	nt	-1.5	-1.0	2.7	-2	nt	-17
O=C(O)CSc1nnc(-c2ccccc2O)n1Cc1ccccc1	-10	0.4	3	-12	-3.7	0.2	2.0	-1	10	12
O=[N+]([O-])c1ccc(N2CCCCC2)cn1	-17	-2.7	2	29	-0.8	1.1	2.5	-4	17	1
COC(=O)C1CN(C(=O)COc2ccc(C)c(C)c2)c2ccccc2O1 (centres undefined)	-4	-2.8	1	13	-0.6	-0.9	-0.2	-1	4	4
CCN(CCCNC(=O)C1CCN(C(=O)c2cc3sccc3n2C)CC1)Cc1ccccc1	-6	-0.2	-1	-7	3.5	-2.9	4.2	-9	6	-3
CCc1ccc(-c2cn(-c3nc(C)cc(C)n3)c(=N)o2)cc1	14	-0.8	0	2	-2.1	1.0	1.0	nt	-14	2
CCCn1c(NCc2ccc3c(c2)OCO3)nc2ccccc21	9	0.9	4	13	0.7	-1.1	1.7	-3	-9	0
COc1ccc2oc(=N)c(C(=O)NCc3ccccc3)cc2c1	0	nt	0	-14	nt	nt	1.3	-3	0	0
COc1ccc(OC)c(NC(=O)CCn2ccnc2)c1	-8	-0.5	1	2	0.0	0.7	5.7	nt	8	-4
COc1c(Br)cc(Br)cc1/C=C1/C(=O)N=C(N)N1C	18	0.2	-5	3	4.3	0.9	3.6	5	-18	-2
CN(C)CCCN(Cc1ccccc1)C(=S)Nc1cccc(C(F)(F)F)c1	2	0.3	nt	-1	4.5	1.6	1.6	-2	-2	-9
O=C(/C=C/c1ccccc1)Oc1ccc(C(=S)N2CCOCC2)cc1	-1	-0.7	-1	9	-0.4	1.2	3.9	21	1	-3
Cc1ccccc1Cn1nnc(C(=O)Nc2ccc3c(c2)OCCO3)c1N	15	-2.3	46*	91*	-0.9	1.8	2.4	-2	-15	9
Cc1ccc(N(C)S(=O)(=O)c2ccc3[nH]cc(C(=O)NCCCN4CCOCC4)c(=O)c3c2)cc1C	-19	-5.5	-2	13	2.1	-2.5	1.8	-6	19	2
CCO[C@@H]1OC(C(=O)NCc2nc3ccccc3[nH]2)=C[C@H](C2CCCCC2)[C@H]1CCCO	-27	-0.1	-5	2	1.4	-1.7	0.8	-6	27	-7
COc1ccc(CCNC(=O)c2cccnc2Cl)cc1OC	-1	0.3	2	nt	-1.6	-3.3	3.7	-1	1	2
CCN(C[C@H]1N[C@@](Cc2ccccc2)(C(=O)OC)[C@H]2C(=O)N(Cc3ccccc3)C(=O)[C@@H]12)C(=O)Nc1ccc(C(F)(F)F)cc1	nt	-0.6	-5	-10	7.0	5.7	11	5	nt	-3
Cn1c(N)c(C(=O)COC(=O)c2cncc(Br)c2)c(=O)n(C)c1=O	-8	-1.7	-1	-10	3.5	-0.1	0.3	-3	8	-4
Cc1ccc(C(=O)N[C@H](C(=O)OCC(=O)c2ccc[nH]2)C(C)C)cc1	51	-2.3	22	7	3.5	0.3	0.8	-3	-51	4
CN(C)/C=N/c1nc2nccc(-c3cccs3)n2n1	-20	nt	0	7	-2.1	0.1	2.3	-1	20	2

# Additional compounds.
mol	SR-BI DiI inh	CAL PDZ FP-1	Wnt bcat act	MITF act	AddAB inh	E coli growth	phage Ecoli inh	CAL PDZ FP-2	SR-BI uptake up	Tat transport
CCCn1c(=O)c(C(=O)Nc2ccccc2)c(O)c2ccccc21	3	-0.9	nt	-38	-1.3	-1.1	3.6	-6	-3	-7
Cc1cccc(Nc2nc3c(c(=O)n(C)c(=O)n3C)n2CC(O)CO)c1 (centres undefined)	8	-0.8	nt	-10	-0.9	-3.1	2.4	2	-8	3
CCOC(=O)C(NC(=O)OC(C)C)(Nc1nccs1)C(F)(F)F (centres undefined)	-6	-0.8	nt	-1	2.0	1.3	1.3	-1	6	-2
C/C(=N\NC(=O)c1cccs1)c1c(O)cc(C)oc1=O	-2	-1.2	4	-2	-1.2	0.4	2.0	-1	2	6
CCCCCCCSc1ncnc2[nH]ncc12	-2	-1.5	3	24	nt	nt	2.7	2	2	22
